From PubChem BioAssay
SUMO Mot1 rescue: inhibitors of SUMOylation pathway: yeast Mot1-301 growth rescue; AID 2716; growth rescue, % at 18.8 µM; S. cerevisiae Mot1-301 growth rescue, ATP luminescence, 38.5C; percent above DMSO median, 100 means doubled; 320,000 compounds, 1% hits;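 active = every valid replicate shows activation above 250% relative to neutral control wells; inactive = the rest, any valid replicate at or below 250%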;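 note: OY570 slx delta 5 strain wells were the positive control but not used for scaling; some compounds called inactive have numbers as strong as hits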
SR-BI DiI inh: mouse SR-BI HDL lipid transfer inhibition | ldlA[mSR-BI] CHO cells, DiI-HDL uptake fluorescence, 3 h | AID 488896 | inhibition, % at 12.5 µM | 320,000 compounds, 0.96% hits;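 active = mean replicate inhibition of at least 70% and a set share of replicates each scoring 70 or more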;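 note: 0% = median of neutral control wells and 100% = median of positive control wells; values of inactives mirror those of a sister screen read the other way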
PKA-R2B act: activators of human PKA-R2B complex | P22694+P31323 | 340,000 compounds, 0.079% hits | PKA-R2B holoenzyme dissociation, Cy5-IP20 fluorescence polarization; R2B truncated from residue 108, S112A mutant; 0% DMSO only, 100% 113 µM cGMP | activation, % at 11.4 µM | AID 504700;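 active = activation above a cutoff set at the mean over all compounds plus 3 SD, cut at about 18% in these data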;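 note: higher means more holoenzyme dissociation and a rise in polarization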
dFosB act: enhances mouse delta FosB homodimer DNA binding. P13346. purified delta FosB, TAMRA-CDK5 oligo fluorescence polarization; percent of positive-control signal above neutral wells. activation, % at 25 µM. 340,000 compounds, 0.99% hits;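 active = mean activation above about 17%, with every replicate also reaching it, limit read from the data, passing the limit was not always enough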;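 note: fluorescence polarization rise as delta FosB binds a TAMRA Cdk5 AP-1 oligo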
SR-BI uptake up: enhances SR-BI lipid uptake from DiI-HDL. activation, % at 12.5 µM. CHO ldlA[mSR-BI] cells, DiI-HDL uptake fluorescence, 3 h; 100 = double the neutral-control signal. 320,000 compounds, 0.096% hits;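 active = mean replicate activation of at least 60% and every replicate at or above 60%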;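 note: 0% = median plate neutral-control signal and 100% = twice that signal; values of inactives mirror those of a sister screen read the other way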
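Test system: SR-BI-overexpressing, LDLR-lacking CHO cells; Medium: Ham's F12 with 0.5% BSA, HEPES 25 mM, pH 7.4; Schedule: 3 h, 37 °C; Technique: bottom-read fluorescence, 550/595 nm.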
PKA-R1A act: activators of PKA-R1A complex | activation, % at 11.4 µM | 340,000 compounds, 0.083% hits | PKA-R1A dissociation, Cy5-IP20 fluorescence polarization; scaled: DMSO 0%, 113 µM cGMP 100%;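 active = percent activation above the mean of all tested compounds plus 3 SD, cut at about 19% in these data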;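 note: higher means more PKAc released from R1A so a rise in polarization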
DSG3 Ab inh: inhibitors of pemphigus antibody binding to human desmoglein-3 | DSG3-coupled beads, scFv-anti-DSG3-GFP binding, flow cytometry; active compounds read low | binding (percent of control), % at 10 µM | 310,000 compounds, 0.48% hits;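 active = binding more than 3 SD below its plate's average and above zero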;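 note: hits lower antibody fragment binding to DSG3; some compounds called inactive have numbers as strong as hits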
CDK5 p35 inh: CDK5/p35 (human) kinase inhibition | inhibition, % at 10 µM | Q00535+Q15078 | AID 488839 | 330,000 compounds, 0.01% hits | Recombinant CDK5/p35, ADP-Glo luminescence, 60 min;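 active = highest replicate inhibition of at least 50% and at least 75% of replicates reaching 50%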;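 note: plate controls were DMSO neutral control for no effect and GW8510 at 10 µM for full effect; many of its hits are not listed in these tables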
MITF act: MITF TRPM1 promoter activation in melanoma cells; 300,000 compounds, 0.75% hits; AID 588334; SK-MEL-5 TRPM1-promoter luciferase, 24 h; % of positive control, neutral wells = 0; activation, % at 12.5 µM;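 active = mean activation of at least 80% with every replicate also reaching 80%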;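 note: 0% = neutral control wells and 100% = parthenolide positive control wells; values of inactives mirror those of a sister screen read the other way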
NSD2 HMT inh: NSD2 (human) methyltransferase inhibition; inhibition, % at 12.5 µM; NSD2 peptide methylation, AlphaScreen, 120 min; O96028; 310,000 compounds, 0.54% hits; in the data active = inhibition above about 50%
Target sequence (O96028 whole entry, looked up): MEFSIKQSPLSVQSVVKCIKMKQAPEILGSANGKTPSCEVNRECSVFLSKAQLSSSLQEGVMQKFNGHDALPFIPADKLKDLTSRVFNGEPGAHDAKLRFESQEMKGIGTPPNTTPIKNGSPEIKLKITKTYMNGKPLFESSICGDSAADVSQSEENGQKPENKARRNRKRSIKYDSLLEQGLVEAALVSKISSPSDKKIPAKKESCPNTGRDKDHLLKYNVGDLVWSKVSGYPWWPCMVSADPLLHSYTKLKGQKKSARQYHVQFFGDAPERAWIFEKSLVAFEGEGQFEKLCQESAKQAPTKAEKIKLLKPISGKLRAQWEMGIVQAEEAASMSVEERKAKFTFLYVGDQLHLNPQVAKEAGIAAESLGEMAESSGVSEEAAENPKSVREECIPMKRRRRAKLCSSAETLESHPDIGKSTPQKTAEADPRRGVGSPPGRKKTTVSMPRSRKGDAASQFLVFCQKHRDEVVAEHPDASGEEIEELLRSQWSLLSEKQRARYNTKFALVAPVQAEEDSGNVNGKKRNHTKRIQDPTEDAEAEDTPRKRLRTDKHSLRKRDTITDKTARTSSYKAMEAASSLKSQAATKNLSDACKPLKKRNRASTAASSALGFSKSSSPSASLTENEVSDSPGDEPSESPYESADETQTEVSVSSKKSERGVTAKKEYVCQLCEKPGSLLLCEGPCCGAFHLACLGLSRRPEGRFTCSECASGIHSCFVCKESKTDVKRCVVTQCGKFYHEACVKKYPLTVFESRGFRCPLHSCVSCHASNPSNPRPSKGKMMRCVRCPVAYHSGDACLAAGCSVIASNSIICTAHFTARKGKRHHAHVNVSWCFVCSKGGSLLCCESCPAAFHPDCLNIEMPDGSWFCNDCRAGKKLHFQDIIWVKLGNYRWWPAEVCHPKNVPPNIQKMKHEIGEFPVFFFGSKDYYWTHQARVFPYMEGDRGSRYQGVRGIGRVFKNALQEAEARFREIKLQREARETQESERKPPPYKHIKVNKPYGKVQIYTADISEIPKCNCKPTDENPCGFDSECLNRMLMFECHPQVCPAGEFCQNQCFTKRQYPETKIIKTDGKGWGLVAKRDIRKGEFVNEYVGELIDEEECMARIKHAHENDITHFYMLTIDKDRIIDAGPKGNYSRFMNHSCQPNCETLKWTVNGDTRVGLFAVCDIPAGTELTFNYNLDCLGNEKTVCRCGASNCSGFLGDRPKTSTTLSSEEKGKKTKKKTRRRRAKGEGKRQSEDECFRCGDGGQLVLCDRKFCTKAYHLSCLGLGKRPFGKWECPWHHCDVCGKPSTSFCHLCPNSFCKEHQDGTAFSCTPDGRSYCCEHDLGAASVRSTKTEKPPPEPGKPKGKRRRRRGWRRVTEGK
Arrestin-AP2 inh: inhibitors of human beta-arrestin and AP2 interaction; inhibition, % at 10 µM; FITC-arrestin peptide / GST-AP2 beads, flow cytometry; AP2 beta2 appendage carries R879A mutation; 340,000 compounds, 0.31% hits;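 active = inhibition above a set limit, near 3 SD of compounds lacking own fluorescence, cut at about 54% in these data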;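 note: plate controls were DMSO wells for no effect and 5 µM unlabelled arrestin peptide for full effect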
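Test system: GST-tagged AP2 beta2-adaptin appendage (R879A) on 4 µm glutathione beads; also added: fluorescein-tagged arrestin peptide at 50 nM final; timing: 12 min plus 1 h, RT; signal: flow cytometry, FL1 (488/535 nm); read-out: percent drop in bead-associated FITC signal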
Starred values were filed as active, the others as inactive; x = not tested or not shown.

SMILES	SUMO Mot1 rescue	SR-BI DiI inh	PKA-R2B act	dFosB act	SR-BI uptake up	PKA-R1A act	DSG3 Ab inh	CDK5 p35 inh	MITF act	NSD2 HMT inh	Arrestin-AP2 inh
CCSc1nnc(NC(=O)CCNS(=O)(=O)c2cc(Br)cnc2N)s1	78	-11	-6	-4	11	-3	103	0.0	x	x	-4
CC(C)C1Cc2nc(Cl)c(C#N)cc2CO1 (centres undefined)	-12	-18	9	-8	18	7	105	-0.9	-5	-2	14
O=C(Cc1c(F)cccc1Cl)NNC(=O)c1ccco1	35	-6	-4	4	6	-2	99	-0.2	-7	-1	-21
O=C(Nc1cccc(S(=O)(=O)NC2=NCCC2)c1)c1ccccc1	16	-14	3	4	14	-7	x	-0.2	x	2	21
O=C(Nc1ccc(-n2cccn2)cc1)C1CCN(Cc2ccccn2)CC1	-4	-13	-5	0	13	-6	111	0.0	20	-1	20
Cc1cccc(N2CCN(C(=O)CCC(=O)N3CC(C)Oc4ccccc43)CC2)c1C (centres undefined)	-4	49	6	-4	-49	-8	97	-1.1	x	x	13
C=CCN(c1ccccc1)S(=O)(=O)c1cccc(C(=O)Nc2ccncc2)c1	-9	22	-13	-9	-22	0	96	1.2	-14	1	-14
O=C(Oc1ccc(-c2csnn2)cc1)c1cccs1	15	-11	2	-9	11	-1	x	0.0	1	-4	11
CCOC(=O)COc1c(OC)cc(Cl)cc1C1Nc2ccccc2C(=O)N1c1cccc(C)c1 (centres undefined)	18	-8	-10	-9	8	-15	101	-0.5	25	2	-8
C[C@H](NC(=O)[C@@H]1Cc2ccccc2CN1C(=O)OC(C)(C)C)C(=O)NC1CCCC1	3	3	0	-2	-3	-1	x	x	6	4	36

2 records picked at random from those above, as already listed:
SMILES	SUMO Mot1 rescue	SR-BI DiI inh	PKA-R2B act	dFosB act	SR-BI uptake up	PKA-R1A act	DSG3 Ab inh	CDK5 p35 inh	MITF act	NSD2 HMT inh	Arrestin-AP2 inh
CC(C)C1Cc2nc(Cl)c(C#N)cc2CO1 (centres undefined)	-12	-18	9	-8	18	7	105	-0.9	-5	-2	14
O=C(Cc1c(F)cccc1Cl)NNC(=O)c1ccco1	35	-6	-4	4	6	-2	99	-0.2	-7	-1	-21

Continuation.
SMILES	SUMO Mot1 rescue	SR-BI DiI inh	PKA-R2B act	dFosB act	SR-BI uptake up	PKA-R1A act	DSG3 Ab inh	CDK5 p35 inh	MITF act	NSD2 HMT inh	Arrestin-AP2 inh
O=C1c2ccccc2C(=O)N1CCC#Cc1ccc2cc(CCO)oc(=O)c2c1	21	13	-4	-3	-13	0	104	-3.3	6	x	7
S=C(NCCCN1CCOCC1)Nc1ccc(Cl)cc1	-3	-8	-10	1	8	-12	101	1.1	2	-3	-4
O=C(Nc1ccc2c(c1)Cc1ccccc1-2)c1ccncc1	501	35	-15	0	-35	-4	101	0.1	62	-3	3
O=C(Oc1ccc([N+](=O)[O-])cc1)c1cccnc1	-11	11	3	0	-11	-20	92	0.2	7	-2	40
Cc1ccc(Cc2c(C)nc3nc(SCC(=O)NCCN4CCOCC4)nn3c2C)cc1	-5	-14	-14	0	14	-13	105	-1.6	x	1	13
CC1(C)C2CCC1(CS(=O)(=O)Nc1ccc(S(=O)(=O)NC3CCCCC3)cc1)C(=O)C2 (centres undefined)	-1	-18	1	-10	18	-1	92	-0.6	1	0	-7
COc1ccc(OC)c(CNC(=O)CCC(=O)N2Cc3ccccc3Oc3ncccc32)c1	1	-9	-10	-3	9	-10	x	1.1	-6	-3	-3
CCC(=O)Nc1nnc(SCC(=O)N2c3ccccc3CC2C)s1 (centres undefined)	-1	18	9	-9	-18	1	x	-0.2	x	-1	22
Cc1cc(C)cc(-n2nnnc2SCC(=O)Nc2nc(-c3ccc(Cl)cc3)cs2)c1	63	49	-3	-2	-49	-5	81	-2.3	0	-2	-2
COc1cc(CCC(=O)Nc2c(C(=O)N3CCN(c4ccccc4OC)CC3)oc3ccccc23)on1	23	21	2	-7	-21	-2	96	-1.1	8	8	27
CCOc1cccc(-c2nnc3sc(COc4ccc(OC)cc4)nn23)c1	x	-14	-12	-10	14	-3	91	0.6	19	19	8
COCCNC(=O)CN(CC1CCCO1)C(=O)CCC(=O)Nc1ccccn1 (centres undefined)	0	-22	-3	-8	22	-5	112	1.1	x	4	-3
CC(=O)NNC(=O)CN1C(=O)/C(=C/c2ccccc2)SC1=S	711	x	2	9	x	-20	90	0.0	2	2	-10
Cc1nc2ccccc2c2ncccc12	613*	-21	0	-16	21	-3	121	-1.6	2	0	-3
COc1ccc(Nc2nc(OC)nc(OC)n2)cc1	-17	x	-10	-1	x	-5	95	0.1	17	-3	9
COc1ccc(CNC(=O)CSc2nnnn2-c2ccccc2)cc1	-3	2	-14	1	-2	-10	99	0.5	2	-2	-3
O=C(O)c1ccccc1NS(=O)(=O)c1cccc(C(F)(F)F)c1	-14	-23	9	-1	23	1	100	-0.8	-3	-2	8
CCOC(=O)c1c(C#N)c(SCC(=O)Nc2ccc(OC)cc2)nc2c1CN(CC)CC2	-3	17	-8	-8	-17	1	101	0.1	3	70*	1
CC(=O)Nc1ccc(S(=O)(=O)Nc2ccc3ccccc3n2)cc1	156	-1	-5	1	1	-11	107	0.2	-11	0	-1
COc1ccc(CCNC(=O)c2nnn(-c3ccc4c(c3)OCCO4)c2N)cc1OC	-3	27	3	-4	-27	-6	x	-1.4	x	x	8
CCOC(=O)/C(=N/Nc1ccc(C)cc1)S(=O)(=O)c1ccc(Cl)cc1	20	19	3	-10	-19	-3	103	2.0	40	-2	19
CCN1CCN(Cc2cc(=O)oc3cc4c(cc23)CCC4)CC1	-1	-17	10	-13	17	5	106	0.3	3	-3	-3
COc1ccc(CC2=CC(=O)c3ccccc3C2=O)cc1	-6	-3	-8	1	3	-9	105	0.3	-12	55*	48
Cc1ccc(S(=O)(=O)NC(=O)Nc2cccc([N+](=O)[O-])c2)cc1	-16	x	-6	-4	x	8	96	-3.3	1	19	0
Cc1nn(C)c(C)c1S(=O)(=O)N1CCC(C(=O)NC2CCCCCC2)CC1	4	x	2	-9	x	8	x	-1.1	-1	x	2
Cc1ccc(S(=O)(=O)N2CCCCC2)cc1NC(=O)CSc1ncnc2ccccc12	x	52	-3	-2	-52	0	125	-2.0	-10	0	9
C#CCOCCOCCOCCNc1nc(N2CCN(C(=O)Cn3cc(CCO)nn3)CC2)nc(N2CCN(C(=O)[C@H](CCCCN)n3cc(CCCC)nn3)CC2)n1	x	-19	3	-5	19	-1	100	0.2	26	x	-10
COCCN(CCOC)c1ncc(Cl)c(C(=O)c2c(C)cc3ccccn23)n1	11	-14	1	-1	14	4	103	3.8	4	5	23
CCN1CCN(c2cc(C)c3cc(NC(=O)c4cncc(Br)c4)ccc3n2)CC1	113	36	-1	-9	-36	3	109	-1.9	26	13	5
c1ccc2c(N3CCCCC3)ncnc2c1	15	2	-3	-3	-2	1	x	-0.4	6	0	-2
COc1cc(/C=C(/C#N)C(=O)c2c(C)[nH]c3ccccc23)ccc1OCC#N	-11	x	6	-1	x	-7	111	-1.2	-7	8	10
O=C1NC(=S)SC1=Cc1ccc(Cl)cc1	x	-3	4	0	3	-2	90	0.4	6	10	5
Cc1nnc(SCC(=O)Nc2nccs2)n(N)c1=O	-1	-36	0	5	36	-3	104	-3.0	-6	-1	11
COc1ccc(CCNc2nc(-c3ccc(NC(C)=O)cc3)cs2)cc1OC	7	38	-6	-25	-38	2	101	-1.2	14	1	-4
CCOC(=O)Cc1[nH]nc2c1C(c1ccsc1)C(C#N)=C(N)O2 (centres undefined)	-4	-6	-14	4	6	-3	94	-3.1	-8	-2	-11
CC(C)C(NC(=O)Cc1ccccc1[N+](=O)[O-])C(C)C	-9	-37	-8	0	37	6	99	0.0	-4	-4	-2
CCCCn1c(-c2ccco2)nc2oc3ccccc3c(=O)c2c1=O	3	-1	-5	-54	1	-5	x	2.3	x	0	30
COc1ccc(C(=O)N/C(=C/c2ccco2)C(=O)N2CCCCCC2)cc1	-1	-6	-12	1	6	-12	x	1.7	3	3	5
CN(C)C(CNC(=O)CCCOc1ccccc1)c1ccco1 (centres undefined)	2	-36	-7	-1	36	-2	106	-1.8	2	0	1
Cc1cccc(NC(=O)COC(=O)CCc2c[nH]c3ccccc23)c1	11	-9	1	-2	9	-12	88	0.2	0	12	4
C/C(N)=C(/C#N)C(=O)COC(=O)c1ccccc1Cc1ccccc1	-15	-3	-5	-16	3	-5	102	-0.1	11	-1	1
Cc1ccc(S(=O)(=O)N2CCCCC2)cc1NC(=O)CSc1ccc2c(c1)OCCO2	-16	20	-5	-9	-20	-6	108	-4.5	-1	24	8
Cc1c(C)n(C)c2ccc(C(=O)NCCCN3CCOCC3)cc12	-13	13	1	2	-13	5	116	0.4	-7	16	-5
CCOC(=O)N1CCN(C(=S)NC(=O)c2ccc(F)c(F)c2)CC1	3	-5	4	-6	5	6	119	2.1	-2	-1	-9
CN(C)c1cccc(C(=O)OCCCC(=O)c2ccc(F)cc2)c1	6	-11	-4	-8	11	-1	105	-1.1	1	-2	-8
O=C(COc1ccc2c(c1)OCO2)Nc1ccccc1F	8	-9	11	-7	9	7	102	-0.2	53	-3	9
CCOc1ccc(NC(=O)NCC2CCN(c3ccc(OC)cc3)C2)cc1 (centres undefined)	17	60	-6	-11	-60	-7	110	-16	-8	-3	5
CCOc1ccccc1N1CC(C(=O)NCCOc2ccccc2OC)CC1=O (centres undefined)	-11	7	-3	5	-7	8	102	1.9	-11	8	31
COc1ccc(S(=O)(=O)N2CCOCC2)cc1NC(=O)C1CCN(S(=O)(=O)c2ccc(Cl)cc2)CC1	x	1	-1	-11	-1	3	101	-1.3	x	1	39
CCOc1ccc(Br)cc1CNCc1cccnc1	8	-18	-8	-1	18	-3	96	1.3	2	-6	19
O=C1CC(=O)Nc2cc(S(=O)(=O)Nc3ccc(F)cc3Cl)ccc2N1	1	-21	1	8	21	6	113	-1.5	-9	x	4
Cc1cc(C)cc(N2C(=O)CC(Sc3ncn[nH]3)C2=O)c1 (centres undefined)	452*	1	0	-5	-1	-1	98	0.0	-2	0	-11
O=C1C(Nc2ccccc2)=C(NS(=O)(=O)c2ccccc2)C(=O)c2ccccc21	-10	22	6	2	-22	-7	105	-0.3	-50	-1	1
